CHRM5 antagonist: blocks acetylcholine activation of human M5 receptor; CHO-hM5 cells, Fluo-8 calcium fluorescence, ACh EC80; inhibition, % at 3 µM; 360,000 tested, 0.59% active; AID 624040;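 active = inhibition above a per-plate cutoff, the mean of that plate's test compounds plus 3 SD, cut at about 27% in these data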;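 note: 0% = acetylcholine EC80 with DMSO and 100% = DMSO without agonist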
CHRM1 agonist: agonists of human M1 muscarinic receptor | CHO-K1 hM1, Fluo-8 calcium fluorescence, agonist mode; 0% DMSO, 100% acetylcholine EC100 | activation, % at 3 µM | 360,000 tested, 0.33% active;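 active = activation above the run's mean compound activation plus 3 SD, cut at about 16% in these data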;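 note: peak over basal fluorescence ratio within a 140 s kinetic read after compound addition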
Target sequence (P11229 whole entry, looked up): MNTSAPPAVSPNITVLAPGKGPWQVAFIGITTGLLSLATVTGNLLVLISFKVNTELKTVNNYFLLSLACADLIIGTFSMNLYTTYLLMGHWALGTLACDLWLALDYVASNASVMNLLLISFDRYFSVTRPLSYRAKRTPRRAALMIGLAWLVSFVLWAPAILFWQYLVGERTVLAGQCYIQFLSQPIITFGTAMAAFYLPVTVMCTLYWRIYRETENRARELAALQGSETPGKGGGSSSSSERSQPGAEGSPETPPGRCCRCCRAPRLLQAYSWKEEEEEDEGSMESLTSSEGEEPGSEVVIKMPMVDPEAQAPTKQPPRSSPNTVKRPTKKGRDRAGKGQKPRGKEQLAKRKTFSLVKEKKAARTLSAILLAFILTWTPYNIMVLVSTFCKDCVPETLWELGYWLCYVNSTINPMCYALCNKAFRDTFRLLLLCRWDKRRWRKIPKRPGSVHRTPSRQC
M4 antag: blocks acetylcholine activation of human M4 receptor | P08173 | inhibition, % at 3 µM | CHO-hM4 cells, ACh EC80, Fluo-8 calcium fluorescence | 360,000 tested, 0.73% active;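 active = inhibition above its plate's cutoff, the mean inhibition of sample wells plus 3 SD, cut at about 27% in these data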;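 note: 0% = acetylcholine EC80 with DMSO and 100% = DMSO without agonist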
CHRM1 antagonist: human CHRM1 antagonism. CHO-K1 hM1, Fluo-8 calcium fluorescence, ACh EC80 antagonist. AID 588852. P11229. inhibition, % at 3 µM. 360,000 tested, 1.3% active;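 active = percent inhibition above its own plate's cutoff, namely the mean of that plate's compound wells plus 3 SD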;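 note: peak over basal fluorescence ratio during 140 s after agonist addition; 0% = ACh EC80 plus DMSO and 100% = DMSO alone without agonist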
TAAR1 agonist: agonists of human TAAR1; 360,000 tested, 0.99% active; CHO RD-HGA16 TAAR1, Fluo-8 calcium fluorescence; vehicle wells 0%, saturating PEA agonist 100%; activation, % at 3 µM;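 active = activation above the mean activation of all test compounds in the run plus 3 SD, cut at about 38% in these data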
Target sequence (Q96RJ0 whole entry, looked up): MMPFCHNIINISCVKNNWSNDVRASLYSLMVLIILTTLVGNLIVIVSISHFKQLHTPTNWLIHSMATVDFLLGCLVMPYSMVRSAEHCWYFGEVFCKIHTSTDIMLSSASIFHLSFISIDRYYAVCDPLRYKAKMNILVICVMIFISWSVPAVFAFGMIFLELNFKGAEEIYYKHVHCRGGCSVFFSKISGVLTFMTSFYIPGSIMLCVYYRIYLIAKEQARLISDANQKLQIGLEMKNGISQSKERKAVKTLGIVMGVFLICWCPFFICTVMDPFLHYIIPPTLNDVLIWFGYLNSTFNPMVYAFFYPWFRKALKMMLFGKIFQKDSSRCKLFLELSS
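System: CHO-derived RD-HGA16 cells with stable Gα16 and human TAAR1. Times: 17-24 h plating, Fluo-8 75 min 37 °C, 30 min RT. Measured by: calcium-sensitive Fluo-8 signal, excitation 470-495, emission 515-575 nm. Read-out basis: % activation relative to PEA EC100 response. Control set: DMSO and PEA EC100. Repeats: no replicates (n 1).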
CHRM4 agonist: agonists of human muscarinic M4 receptor (CHRM4); 360,000 tested, 0.14% active; CHO-K1 hM4/Gqi5, Fluo-8 calcium fluorescence; vehicle 0%, full acetylcholine response 100%; activation, % at 3 µM;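 active = activation above the run mean over all test wells plus 3 SD, cut at about 32% in these data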;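 note: peak over basal fluorescence ratio per well then scaled between controls; 0% = DMSO wells and 100% = acetylcholine at EC100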
CHRM5 PAM: CHRM5 positive allosteric modulation. CHO-K1 hM5, Fluo-8 calcium, ACh EC20 PAM; 0% = ACh EC20, 100% = ACh EC100. activation, % at 3 µM. 360,000 tested, 0.3% active. AID 624038;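 active = activation above the run cutoff, the mean activation of all test compounds plus 3 SD, cut at about 18% in these data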
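Assay system: CHO-K1 hM5 cells / Incubation: Fluo-8 loading 80 min at 37 °C plus 30 min room temperature / Technique: Fluo-8 calcium dye fluorescence, kinetic read / Repeats: single replicate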
CHRM5 agonist: agonists of human muscarinic M5 receptor (CHRM5) | P08912 | AID 624037 | 360,000 tested, 0.19% active | CHO-K1 hM5 cells, Fluo-8 calcium fluorescence; 0% DMSO wells, 100% maximal acetylcholine response | activation, % at 3 µM;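 active = activation above the run's mean over test compounds plus 3 SD, cut at about 23% in these data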;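 note: signal is peak over basal fluorescence ratio across the kinetic read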
M1 PAM: potentiates human M1 receptor response to acetylcholine; 360,000 tested, 0.088% active; CHO-K1 hM1, Fluo-8 calcium fluorescence, ACh EC20; 0% = ACh EC20, 100% = maximal ACh; activation, % at 3 µM; P11229; in the data active = activation above about 19%, passing the limit was not always enough
Active calls of the source: *; . = no result given. A portion of the library; rates above refer to the full screens.

M4 antag,CHRM1 antagonist,TAAR1 agonist,CHRM4 agonist,CHRM5 antagonist,CHRM5 PAM,M1 PAM,CHRM1 agonist,CHRM5 agonist,canonical_smiles
14,22,10,15,21,-20,-13,-4,0,COc1ccc(-c2nn(-c3ccccc3)cc2C(=O)Nc2cccc(S(=O)(=O)NC3=NCCC3)c2)cc1
0,15,10,12,2,-6,-8,-1,-4,Cc1nn(-c2ccc(N3CCCCC3)nn2)c(C)c1CCC(=O)Nc1cc(F)ccc1F
18,30,5,12,18,-25,-13,3,3,CC(Oc1ccc(Br)cc1Cl)C(=O)Nc1ccncc1 (stereo unspecified)
-9,-8,9,1,1,11,5,-5,-6,Cc1ccc(-n2c(C)cc(/C=N/NC(=O)CC3(C)OCCO3)c2C)cc1
-5,-2,0,0,-3,6,3,-5,3,Clc1ccc(-c2nnc3n2CCCC3)cc1
-2,-9,1,1,8,0,2,-6,-18,O=C(O)/C=C/C(=O)NCCC(c1ccccc1)c1ccccc1
-3,-8,0,1,9,-1,8,-1,1,CN(C(=O)COC(=O)CCC1CCCCC1)c1c(N)n(Cc2ccccc2)c(=O)[nH]c1=O
-10,-6,2,8,4,-6,2,-1,1,COC(=O)C1(C(=O)OC)C2C(=O)C3C(C21)C3(C(=O)OC(C)(C)C)C(=O)OC(C)(C)C (stereo unspecified)
-15,15,5,12,5,-3,-5,4,5,O=C(NCCNC1CCC(c2ccccc2)CC1)c1ccc(F)cc1 (stereo unspecified)
-5,-17,-2,-1,-10,4,14,-7,0,COc1ccc2[nH]c3c(c2c1)CCN1C(=O)C(CC(=O)NC(C)(C)C)C[C@H](C(=O)N(C(C)C)C(C)C)[C@@]31C (stereo partly specified)
-11,-2,3,0,1,-2,-2,-8,0,CC(C)CN1CCN(Cc2ccc(Oc3ncccn3)cc2)CC1CCO (stereo unspecified)
-6,-15,18,2,9,0,15,-5,-3,Cc1ccc(S(=O)(=O)CCC(=O)NCCc2ccccc2)cc1
5,-5,0,0,9,-4,13,1,-1,COc1ccc(S(=O)(=O)NCC(c2ccc(F)cc2)N2CCOCC2)cc1Br (stereo unspecified)
-6,.,8,0,7,-4,.,.,1,CCN(C)C1CN(Cc2cn(Cc3ccc(C(F)(F)F)cc3)nn2)S(=O)(=O)C1 (stereo unspecified)
-2,-15,17,2,0,1,12,-2,-3,O=C(CCc1nnc(-c2ccc3c(c2)OCO3)o1)NCCc1ccccc1F
-13,-18,-1,1,-11,8,7,0,-6,CC(C)N=C(NC#N)SCC(=O)NC(C)(C)C
-4,11,6,0,-2,2,11,-3,1,Cn1c(Cl)nc2ccccc21
-7,-2,12,4,5,-2,3,-2,0,Cc1ccc(-c2cc(C(=O)Nc3ccccc3C)c3ccccc3n2)o1
-3,-7,2,3,10,-6,10,1,0,COc1ccc(C(=O)COC(=O)c2ccccc2C(=O)N(C)c2ccccc2)c(OC)c1
-6,-14,6,5,4,1,9,-3,0,O=C(Nc1cc(-c2nc3ncccc3o2)ccc1Cl)c1ccco1
-10,-15,2,4,1,2,11,0,-1,CC(C)c1ccccc1OCC(=O)N(C)CC(=O)Nc1ccc(F)cc1
-1,-16,-1,1,8,-9,11,2,-5,Cc1ccc(-c2noc(-c3ccno3)n2)cc1
6,7,0,1,-2,2,-1,-4,-1,CCOC(=O)C(C)On1c(SC(C)C(=O)OCC)nc2ccccc2c1=O (stereo unspecified)
2,11,6,0,-2,-4,-6,-2,-1,COCCNC(=S)N1CCc2cc(OC)c(OC)cc2C1COc1ccc(C(C)C)cc1 (stereo unspecified)
-4,-1,3,0,2,-4,4,-2,0,O=C(OCc1nnc(-c2ccccc2)o1)c1cc(=O)c2ccccc2o1
6,6,2,0,18,1,3,-2,0,COc1ccc(S(=O)(=O)N2CCCCCC2)cc1NC(=O)Cc1ccccc1
-5,-18,4,1,-8,2,5,-4,-5,CN(c1ccccc1C(=O)N1CCCC1)S(C)(=O)=O
1,2,15,0,4,-5,6,6,5,NC(=O)c1ccc(NC(=O)COC(=O)CC23CC4CC(CC(Br)(C4)C2)C3)cc1
7,4,12,7,12,-11,0,2,8,Cc1nnnn1/C(=C\c1ccccc1)C(=O)OCC(=O)NC1CCCCC1
-4,1,8,0,2,-3,5,-10,-3,O=C(NC1CCCCCCC1)c1cc(F)c(F)cc1Cl

M4 antag,CHRM1 antagonist,TAAR1 agonist,CHRM4 agonist,CHRM5 antagonist,CHRM5 PAM,M1 PAM,CHRM1 agonist,CHRM5 agonist,canonical_smiles
8,-6,1,2,16,-6,12,-1,-1,COc1ccc(C2=NOC(C(=O)Nc3cc(C)on3)C2)cc1OC (stereo unspecified)
8,6,.,1,-7,0,-2,-3,-6,Cc1cccc(CCNC(=O)Cn2ncc3c([nH]c4ccccc43)c2=O)c1
-6,-2,10,7,8,-18,6,-4,-9,Cc1cccc(N(C(=O)CNC(=O)c2ccco2)C(C(=O)NC2CCCC2)c2cccnc2)c1 (stereo unspecified)
3,-2,1,2,-3,3,2,-5,-1,Cc1ccc(CSc2nnc(C)c(=O)n2N)cc1
-11,-15,4,0,-3,-3,10,0,2,Cn1c(=O)c2c(nc(NCCNC(=O)c3ccco3)n2Cc2ccccc2Cl)n(C)c1=O
-4,-1,15,1,-8,10,4,-1,-2,CC(=O)Nc1ccc(NC(=O)CSc2nnc(NC(=O)Cc3ccc(F)cc3)s2)cc1
0,-4,.,1,-6,3,1,-4,-2,COc1ccc(-c2sc3cc4c(cc3c2-c2ccc(OCCN3CCCCC3)cc2)OCO4)cc1
-2,-1,2,2,-5,4,4,-6,-1,CCc1cccc(CC)c1NC(=O)CSc1nnc(CCC(=O)O)c(=O)[nH]1
2,-11,0,0,-4,5,10,-7,-3,COc1cc(/C=N/NC(=O)C(=O)NCc2cccnc2)cc(OC)c1OC
-2,-1,6,0,10,1,0,-7,-3,CN(C)c1ccc(/C=N/NC(=O)CNC(=O)c2ccc3c(c2)OCCO3)cc1
4,-8,6,0,-1,-1,4,-8,-2,CN(C)C(=O)c1nc2ccc(Cl)cn2c1CN1CCN(c2ncccn2)CC1
9,3,2,2,7,4,4,-2,5,COc1ccc(-c2csc(NC3OC(=O)c4ccccc43)n2)cc1 (stereo unspecified)
-10,3,2,4,5,-4,0,-3,-3,Cc1ccc(CC(=O)Nc2ccc(OC(F)F)c(Cl)c2)cc1C
-1,9,9,0,5,-3,1,0,0,CCCCOc1ccc(/C=C/C(=O)Nc2ccc(C(N)=O)cc2)cc1
10,-29,4,0,6,-3,-1,-1,-1,O=S1(=O)N=C(SCCO)c2ccccc21
10,-3,9,3,-9,1,1,-4,1,O=C(NCc1ccccc1)c1ccc(N2CCC3(CC2)CC(c2ccccc2)=NO3)c([N+](=O)[O-])c1
10,-7,-1,2,3,-3,8,-3,3,COc1cccc(C2=NOC(C(=O)NCC3CCCO3)C2)c1 (stereo unspecified)
-17,-16,0,2,1,4,2,-4,-2,Nc1ncnc2c1ncn2[C@@H]1O[C@H](C(=O)N[C@H]2c3ccccc3C[C@H]2OC=O)[C@@H](O)[C@H]1O
-3,-15,1,-1,-10,7,10,-4,-2,COc1ccc(NC(=O)CSCc2cc(=O)n3nc(C4CC4)sc3n2)cc1
1,-8,3,1,-11,5,5,-1,0,CCC1CCCCN1C(=O)CSc1nnc(CNC(=O)c2cc(OC)c(OC)c(OC)c2)o1 (stereo unspecified)
2,1,11,0,4,-3,1,-4,1,CCOc1nc(NCCC2=CCCCC2)nc(N2CCOCC2)n1
-7,-2,3,5,8,-14,2,-4,1,Cc1ccc(S(=O)(=O)N2CCN(C(=O)Cn3c(=O)cnc4ccccc43)CC2)cc1
-11,-17,-1,1,7,0,9,-2,2,CC/C(=N\NC(=O)Nc1nonc1N)c1ccc(OC)c(OC)c1
7,-13,7,0,16,-3,7,-6,-2,Cc1ccc(-c2c(NC(=O)C(C)C)n(C)c3ccccc3c2=O)cc1
-4,-3,3,8,11,-5,2,-4,4,CCN(CC)CCN1C(=O)C(=O)/C(=C(/O)c2c(C)[nH]c(C(=O)OC)c2C)C1c1ccc(C)o1 (stereo unspecified)
-7,-7,1,1,20,-6,10,-3,-2,FC(F)Oc1ccc(NC(=S)NCc2cccnc2)cc1
-6,-9,0,2,-3,2,4,-2,6,Cc1ccc(CNC(=O)C2CCCN(S(=O)(=O)c3c(C)noc3C)C2)cc1 (stereo unspecified)
-13,-3,1,1,4,-6,7,-2,1,Cc1ccc(S(=O)(=O)NCC(=O)N2CCc3ccccc3C2)cc1
-4,-2,3,1,0,-1,7,-2,1,CCCOc1ccc(CNC(=O)c2ccc3nc(N4CCOCC4)sc3c2)cc1
-7,-6,3,2,13,-11,6,1,6,CCCCCCC=C1CCC(CN2CCCC2)C1=O (stereo unspecified)

M4 antag,CHRM1 antagonist,TAAR1 agonist,CHRM4 agonist,CHRM5 antagonist,CHRM5 PAM,M1 PAM,CHRM1 agonist,CHRM5 agonist,canonical_smiles
-15,-1,.,2,-2,3,2,1,8,Nc1cccc(-c2c[nH]c3ncc(-c4cccnc4)cc23)c1
2,-10,1,1,4,8,11,-16,0,CCOC(=O)c1cc(C#N)c(N2CCN(C)CC2)nc1-c1ccccc1
-22,-16,0,-1,-7,1,8,-3,0,CC(C)=CCC/C(C)=C/CNC(=O)C[C@H]1C[C@H](C(=O)N2CCCCC2)[C@@]2(CCc3ccccc3)c3[nH]c4cc(CCC(=O)N(C)C)ccc4c3CCN2C1=O
2,-10,1,0,-3,9,10,-2,4,CCOc1ccccc1C(=O)Nc1nnc(SCC(=O)Nc2cc(C)on2)s1
-4,14,877*,1,8,5,-1,-5,1,C=CCn1c(SCC(=O)N(CC)c2c(N)n(Cc3ccccc3)c(=O)[nH]c2=O)nnc1-c1ccccc1OC
-15,-14,0,8,14,-8,3,0,2,COc1ccccc1NCCC(=O)OCC(=O)Nc1ccccc1Cl
4,-1,1,0,11,8,4,0,5,Cc1occc1C(=O)N/N=C/C1=C(N2CCOCC2)C(=C/c2ccc(Cl)cc2Cl)/CC1
10,-2,12,3,5,0,3,-2,-3,Cc1cc(N2CCN(C(=O)c3ccco3)CC2)nc(-c2ccccc2)n1
-4,-18,2,0,5,-3,11,-1,0,Cc1ccc(C(=O)NC(Cc2cccc(F)c2)C(=O)O)cc1 (stereo unspecified)
7,0,-1,0,5,-3,-1,-4,-3,CCc1ccc(N2NC(=O)/C(=C/C=C/c3ccco3)C2=O)cc1

A different layout for part of the listing above:
Every second line gives: M4 antag	CHRM1 antagonist	TAAR1 agonist	CHRM4 agonist	CHRM5 antagonist	CHRM5 PAM	M1 PAM	CHRM1 agonist	CHRM5 agonist
- Cc1occc1C(=O)N/N=C/C1=C(N2CCOCC2)C(=C/c2ccc(Cl)cc2Cl)/CC1
    4	-1	1	0	11	8	4	0	5
- Cc1cc(N2CCN(C(=O)c3ccco3)CC2)nc(-c2ccccc2)n1
    10	-2	12	3	5	0	3	-2	-3
- Cc1ccc(C(=O)NC(Cc2cccc(F)c2)C(=O)O)cc1 (stereo unspecified)
    -4	-18	2	0	5	-3	11	-1	0

Structures from the list above containing a cyano group, in the order listed:
M4 antag,CHRM1 antagonist,TAAR1 agonist,CHRM4 agonist,CHRM5 antagonist,CHRM5 PAM,M1 PAM,CHRM1 agonist,CHRM5 agonist,canonical_smiles
-13,-18,-1,1,-11,8,7,0,-6,CC(C)N=C(NC#N)SCC(=O)NC(C)(C)C
2,-10,1,1,4,8,11,-16,0,CCOC(=O)c1cc(C#N)c(N2CCN(C)CC2)nc1-c1ccccc1

Screens from PubChem BioAssay.
